Screens as filed in PubChem BioAssay.
AmpC det inh: Promiscuous and Specific Inhibitors of AmpC Beta-Lactamase (assay with detergent). 0.09% of 71,000 active. purified AmpC, nitrocefin hydrolysis with detergent. Potency, µM (top dose mostly 28.7 µM), for inactives: at the top dose activity change, negative = inhibition; active = well fitted curve in the direction sought with a large enough effect
Target sequence (P00811 whole entry, looked up): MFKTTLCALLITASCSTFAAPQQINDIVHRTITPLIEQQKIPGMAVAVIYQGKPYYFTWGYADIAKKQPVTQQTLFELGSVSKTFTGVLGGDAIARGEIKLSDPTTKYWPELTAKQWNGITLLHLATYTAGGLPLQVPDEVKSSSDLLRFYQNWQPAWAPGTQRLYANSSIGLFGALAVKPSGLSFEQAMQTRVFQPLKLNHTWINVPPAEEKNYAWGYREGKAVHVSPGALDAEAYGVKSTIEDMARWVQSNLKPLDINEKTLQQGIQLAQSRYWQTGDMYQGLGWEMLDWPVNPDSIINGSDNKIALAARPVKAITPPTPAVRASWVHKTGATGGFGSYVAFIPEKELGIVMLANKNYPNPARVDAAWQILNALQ
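E. coli AmpC (5.3 nM) in 20 mM phosphate pH 7.0 with 0.01% Triton X-100, preincubated 15 min RT with compound; nitrocefin (2 uL of 800 uM stock) hydrolysis followed by 480 nm absorbance every 20 s over 4 min.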
* = called active by the depositor; & = joins results of further samples; [ ] = remark or other dose. % is set by controls: 0 for no effect and ±100 for the full control effect; potency is the fitted concentration of half-maximal effect. This is a subset; count on the stated rates, not on these rows.

SMILES	AmpC det inh
O=C(COc1ccc2ccccc2c1Br)N1CCN(c2ccccn2)CC1	0%
Cc1ncc(CSc2ccccc2N)c(CO)c1O	-3%[5.75 µM]
CC(=O)/C(C)=N\O	-3%&0%
COc1ccc(CCNC(=O)CN(c2ccc(OC)c(OC)c2)S(C)(=O)=O)cc1	3%
c1ccc(CNc2ncnc3nc[nH]c23)nc1	9%
CS(=O)(=O)N1CCN(C(=O)c2cccnc2)CC1	4%
CCOc1ccc(Cc2nc(C)c(CC(=O)N3CCCCC3)c(=O)[nH]2)cc1	11%
CN1C(=O)C(O)(C2COC(C)(C)CC2=O)c2ccccc21 (configuration not stated)	-3%
CCCCn1c(SCC(=O)Nc2ccc3c(c2)OCO3)nc2c1c(=O)n(C)c(=O)n2C	-1%
COc1ccc2[nH]cc(CCNc3ccnc(-c4ccc5c(c4)OCO5)n3)c2c1	-2%
Cc1[nH]nc2c1C1(CCN(C(=O)c3ccccc3)CC1)C(C#N)=C(N)O2	-2%
Cn1c(NCc2ccco2)nc2c1c(=O)n(Cc1ccc(Br)cc1)c(=O)n2C	-6%
CCCCc1nc2ccccc2c(=O)n1NC(=O)c1c(O)c2c(n(CC(C)C)c1=O)CCCC2	2%
Cc1cc(C)n(-c2nnc3n2N=C(c2c[nH]c4ccccc24)CS3)n1	-4%
COC(=O)N1CCC2(CCN(C(=O)Nc3cccc(F)c3)CC2)CC1	-1%
CCCCn1cc(SCC(=O)O)c2ccccc21	0%
O=C(Cn1cc2c(n1)CCCCC2)NCCCN1CCOCC1	2%
CCN(CC)CCSc1nc(O)c(C(C)C)c(=O)[nH]1	14%
COc1cc2c3c(c1OC)-c1cc(O)ccc1CC3NCC2 (configuration not stated)	-3%
Cc1oc2cc(OCC(=O)O)ccc2c(=O)c1Oc1ccccc1	-4%
Cc1cc2c(=O)n(NC(N)=O)c(C)nc2s1	8%
Cc1nnc(SCC(=O)N2CCN(S(=O)(=O)c3ccccc3)CC2)n1Cc1ccccc1	-2%
O=C(C(c1ccccc1)c1ccccc1)N1CCN(Cc2ccncc2)CC1	-1%
O=C(Nc1cnn(C23CC4CC(CC(C4)C2)C3)c1)c1cnn2c(C(F)(F)F)cc(-c3ccco3)nc12	-8%
COc1ccc(NC(=O)C23CCC(C)(C(=O)O2)C3(C)C)cc1 (configuration not stated)	3%
CCCS(=O)(=O)NCCc1cc2ccc(OC)cc2[nH]c1=O	1%
CC(=O)c1sc(NC(=O)CN2C(=O)CCC2=O)nc1C	9%
Cc1ccc(-c2nnc(CSc3nnc(C)s3)o2)cc1	11%
COc1ccccc1NC(=O)c1ccccc1SC	0%
N#Cc1nc(-c2ccc(OCc3ccccc3Cl)cc2)oc1NCCCn1ccnc1	-6%
C=CCn1c(C)cc(C(=O)COC(=O)COc2ccccc2C#N)c1C	-1%
COc1ccc(CCNC(=O)CSc2nnc(CNC(=O)c3cccs3)o2)cc1OC	-4%
COc1ccc(CNC(=O)C2CCCN(S(=O)(=O)c3cc(C)ccc3OC)C2)cc1 (configuration not stated)	-1%
CN(C(=O)COc1nnc(-c2cccs2)c(-c2cccs2)n1)c1ccccc1	7%
CC(=O)Cc1nsc(NC(=O)c2ccc(Br)o2)n1	-3%
CCC(=O)Nc1cc(NC(=O)CSc2ncc(-c3ccc(F)cc3)n2Cc2ccco2)ccc1C	19%
CCOC(=O)c1ccc2[nH]c(C)cc(=O)c2c1	-1%
CC1=CC(C)C(COC(N)=O)(COC(N)=O)C(C)C1 (configuration not stated)	-14%
Cc1ccnc(NC2c3ccccc3C(=O)N2Cc2ccccc2Cl)c1 (configuration not stated)	12%
Clc1ccc2c(c1)N=C(N1CCNCC1)c1ccccc1N2	1%
CCN1C(=O)c2ccccc2S(=O)(=O)c2ccc(C(=O)NCc3cccnc3)cc21	8%
CCOC(=O)C1CCN(C(=O)c2ccc(OCC)c(OCC)c2)CC1	-1%
O=C(c1ccco1)N1CCN(C(=O)c2snc3ccc(Cl)cc23)CC1	2%
CC(C)OC(=O)c1ccc(N2C(=O)C3CC=CCC3C2=O)cc1 (configuration not stated)	-2%
CCc1cccc(NC(=O)CN(c2ccc(OC)cc2)S(=O)(=O)c2c(C)n[nH]c2C)c1	-1%
Clc1ccc(CCNc2ncnc3nc[nH]c23)cc1	7%
Cc1c(NC(=O)CSc2nc3ccccc3n2C)c(=O)n(-c2ccccc2)n1C	-4%
Cc1nn(-c2ccccc2)c2c1CC1(C(=O)N(C)C(=O)N(C)C1=O)C1CCCCN21 (configuration not stated)	-3%
COc1ccc(Nc2ncnc3c2cnn3-c2ccccc2)cc1OC	6%
CCN1CCN(Cc2c(O)c(Cl)cc3c(C)cc(=O)oc23)CC1	1%
Cc1cc2ncn(C3CC(=O)N(Cc4ccccc4)C3=O)c2cc1C (configuration not stated)	-2%
O=C(Nc1ccc(N2CCOCC2)c(Cl)c1)c1cccc(F)c1	-3%
Cc1ccc(-c2noc(-c3cccs3)n2)cc1	6%
COC(=O)C1CCN(Cc2cc(=O)oc3cc(OC)ccc23)CC1	0%
COc1cc(C(=O)OCC(=O)NC2CCCC2)cc(NC(=O)c2ccco2)c1OC	-7%
CCOC(=O)C1(C(F)(F)F)N=C(N(C)C)OC(N(C)C)=N1	-4%
Cc1cnc(NC(=O)CSc2nnc(Cc3ccccc3)n2C)s1	-4%
CCCSc1nc2c(cnn2-c2ccc(C)cc2)c(=O)[nH]1	11%
CCOC(=O)c1[nH]c2cc3c(cc2c1CCCN1C(=O)c2ccccc2C1=O)OCCO3	-3%
COc1cc2cc(C)c3nnc(SCC(N)=O)n3c2cc1OC	8%

Remaining list, next part:
SMILES	AmpC det inh
O=C(CC1SC2=NCCN2C1=O)Nc1ccc(Cl)cc1 (configuration not stated)	-3%
CC(C)OCP(=O)(c1ccccc1)c1ccccc1	-2%
COC(=O)Nc1ccccc1C(=O)N1CCCCC1	-2%
CCOc1cc2c(cc1OCC)C(c1cc(OC)c(O)c(OC)c1)NCC2 (configuration not stated)	-1%
CCN1CCN(CC(=O)n2c3c(c4ccccc42)CC(C)CC3)CC1 (configuration not stated)	-2%
O=C(c1ccc2nc(N3CCCCC3)sc2c1)N1CCN(c2ccccn2)CC1	2%
COc1cc(CC(=O)Nc2nccs2)cc(OC)c1OC	11%
COCC(=O)N1CCC2(CC1)CN(Cc1ccccc1OC)C2	-4%
CC(C)[C@@H](CC(=O)N[C@@H]1CCCC[C@H]1C(=O)N[C@H](CC(=O)N[C@@H](CCC(=O)O)CC(=O)O)Cc1ccccc1)NC(=O)C[C@H](Cc1ccccc1)NC(=O)[C@@H]1CCCC[C@H]1N	13%
Cc1cccc([C@H](C)c2cnc[nH]2)c1C	-10%
CN1CCN(c2nc3ccccc3c(=O)n2-c2ccccc2)CC1	12%
COc1ccc(OCCCC(=O)Nc2ccc3c(c2)OCCO3)cc1	-7%
CC12CCC(=O)N1C(C(=O)Nc1cccc3ccccc13)CS2 (configuration not stated)	0%
O=C(CSc1ccc2nnc(-c3ccncc3)n2n1)Nc1ccccc1F	8%
C=C(C)[C@@H]1CC=C(C(=O)O)CC1	0%
COC(=O)c1cc2occc2n1CC(=O)Nc1ccc(OC)c(OC)c1OC	-4%
COc1ccc(N2CCN(C(=O)COc3ccccc3)CC2)cc1	-5%
N#Cc1nc(COc2ccc(-c3ccccc3)cc2)oc1NCc1cccnc1	0%
N[C@H](CCCCCP(=O)(O)O)C(=O)O	1%&-1%&4%&-2%
N#CC1=C(N)Oc2cc(O)ccc2C1c1ccccc1 (configuration not stated)	-4%
O=C(NC1CCCCC1)C(c1ccccc1)N1CCCC1 (configuration not stated)	-2%
CN(C)CCc1nc2ccccc2c(=O)n1-c1ccccc1	-4%
Cc1nc(-c2ccccc2)cc(N2CCCC2)n1	-1%
CCOC(=O)c1cnc(-n2nc(C)cc2C)nc1N(CC)CC	-5%
COc1ccc(NC(=O)c2ccco2)c(NC(=O)Cc2cccs2)c1	-2%
Cc1ccc(S(=O)(=O)NC(=O)Nc2cc(C)ccc2F)cc1	8%
O=C(c1cc2nc3c(c(C(F)(F)F)n2n1)CCc1ccccc1-3)N1CCN2CCCC2C1 (configuration not stated)	33%
COc1ccc(C(=O)N2CCC3(CC2)CN(Cc2ccc(C#N)cc2)C3)cc1	-1%
Cn1c(=O)c(-c2cc(F)cc(F)c2)nc2cnc(Nc3ccccc3)nc21	3%
CCOC(=O)c1c(C)n(Cc2ccco2)c2ccc(OC)cc12	4%
COc1ccc(-n2c(Cn3nnc4ccccc43)nnc2SCC(=O)O)cc1	2%
CC(C)c1nnc(N2C(=O)c3oc4ccccc4c(=O)c3C2c2ccco2)s1 (configuration not stated)	-2%
Cc1ccc(C)c(NC(=O)CSc2nnc(-c3ccccc3)o2)c1	11%
CCC(CC)C(=O)NCCc1cc2ccc(C)cc2[nH]c1=O	7%
Cc1c(C(=O)OCC(=O)c2c(N)n(CC(C)C)c(=O)n(C)c2=O)oc2ccccc12	-4%
CCCCS(=O)(=O)c1sc2nc3c(cc2c1N)CCCC3	-1%
CN(C)CCOC(=O)C1(c2ccccc2)CCOCC1	0%
COC(=O)c1cc(Br)c(=O)n(-c2ccc(C(C)=O)cc2)c1	1%
Cc1ccc2nc3c(cc(C(=O)NCC4CCCO4)c(=N)n3CCCOC(C)C)c(=O)n2c1 (configuration not stated)	0%
O=C(O)c1cnn(-c2ccccc2)c1-n1cccc1	12%
CCNC(=O)NC(=O)C(C)OC(=O)c1cccnc1SC (configuration not stated)	-3%
COc1cccc(C(=O)Nc2cccc(NC(C)=O)c2)c1	6%
O=C(NCC1CCCO1)[C@@H]1CSC2c3ccccc3C(=O)N21 (some centres not stated)	16%
CCCNS(=O)(=O)c1ccc(OCC(=O)N2CCN(Cc3ccccc3)CC2)cc1	-4%
O=C(c1nc2nc(-c3ccccc3)cc(C(F)(F)F)n2n1)N1CCOCC1	0%
Cc1ccc(CNC(=O)CSc2nc3ccccc3c(=O)n2CCCO)cc1	-3%
COc1ccc(CCNC(=O)Cc2cc(=O)[nH]c(=O)[nH]2)cc1OC	0%
CN1CCC[C@@H]1c1cccnc1.O=C(O)c1ccccc1O.O=C([OH2+])c1ccccc1O.O=C([OH2+])c1ccccc1O.O=C([OH2+])c1ccccc1O.[Mn]	-8%[5.75 µM]
Cc1cc(NC(=O)CSc2nnc(C)c(=O)[nH]2)no1	12%
O=C(CC1CCCC1)OCn1nnc2ccccc2c1=O	-4%
CCO/C=C1\C(=O)N(c2ccccc2)C(=O)c2ccccc21	7%
O=c1[nH]c(N2CCOCC2)nc2ncn(Cc3ccccc3)c12	-3%
COc1cccc(CNC(=O)C2CCN(S(=O)(=O)c3c(C)nn(C)c3C)CC2)c1	4%
Cn1c(=O)cnc2cnc(Nc3ccccc3)nc21	-2%
COc1ccc2nc3oc(C(=O)N4CCN(c5cccc(C(F)(F)F)c5)CC4)cc3cc2c1	5%
C=CCNc1nc(NCCN2CCOCC2)nc(OC)n1	-3%
O=C(c1ccc(F)cc1)C1CCN(CCCCc2ccccc2)CC1	2%
CC(C)(C)SCCNC(=O)c1ccc(NS(C)(=O)=O)cc1	-2%
COc1ccc(CNC(=O)c2cc(-n3cnnc3)ccc2Cl)cc1	0%
COC(=O)c1ccccc1NC(=O)CS(=O)(=O)Cc1nc(-c2ccc(C)cc2)oc1C	5%

Reprinted at random: seven compounds from above.
SMILES	AmpC det inh
O=C(c1ccc(F)cc1)C1CCN(CCCCc2ccccc2)CC1	2%
Cc1ccc(CNC(=O)CSc2nc3ccccc3c(=O)n2CCCO)cc1	-3%
Cc1ccc2nc3c(cc(C(=O)NCC4CCCO4)c(=N)n3CCCOC(C)C)c(=O)n2c1 (configuration not stated)	0%
CCC(CC)C(=O)NCCc1cc2ccc(C)cc2[nH]c1=O	7%
CC(C)(C)SCCNC(=O)c1ccc(NS(C)(=O)=O)cc1	-2%
CCCNS(=O)(=O)c1ccc(OCC(=O)N2CCN(Cc3ccccc3)CC2)cc1	-4%
O=C(c1nc2nc(-c3ccccc3)cc(C(F)(F)F)n2n1)N1CCOCC1	0%

(listing goes on)
SMILES	AmpC det inh
COc1ccccc1N1CCN(C(=O)c2cc(-c3ccc(C)cc3)on2)CC1	-4%
CSc1nnc(-c2nnc(SC)n2-c2ccccc2)n1-c1ccccc1	-1%
NCCCCN=C(N)N	-1%&-3%
c1ccc2c3c([nH]c2c1)[C@@H]1[C@H]2CC[C@H]([C@H]4CCCN[C@H]42)N1CC3	-1%[12.8 µM]
CC(O)CN1C(=O)C(CC(=O)Nc2ccc(Cl)cc2)SC1=Nc1ccccc1 (configuration not stated)	-4%
Cc1ccccc1-c1ccc(Nc2ccc(C(=O)N3CCOCC3)cc2)nn1	-2%
CCOc1cc([C@H]2[C@@H]3CCCC[C@]3(O)CCN2CC(=O)NCc2ccco2)ccc1O	-1%
Cc1cccc(C)c1NC(=O)CSc1nnc(CCCCCNC(=O)OC(C)(C)C)o1	0%
Cc1cccc(OCCSc2nnc(-c3ccoc3C)n2C)c1	10%
CC(C)CCn1cnc2c1c(=O)n(C)c(=O)n2C	5%
O=C(N1CCOCC1)N1CCN(c2ccccc2F)CC1	12%
CSCCc1nc(SCC(=O)Nc2nnc(C)s2)[nH]c1C	-4%
CC1CCCN(C(=O)Cc2ccc(F)cc2)C1 (configuration not stated)	-4%
O=C(c1ccco1)N1CCN(C(=O)c2cc3sccc3n2Cc2ccccc2)CC1	0%
